A549 tox = counter-screen for Nrf2 inhibitors: cytotoxicity in A549 cells. AID 504648. actives 0.16% (n = 390,000). A549 ARE-Fluc cells, CellTiter-Fluor viability, 18-24 h. Potency, µM (titrated, usually from 46 µM), inactives show at the highest dose activity change, negative = cytotoxicity, most hits filed as inhibitors; also: potency is read from the fitted curve at half-maximal effect; % is scaled to controls: 0 for no effect and ±100 for the full control effect
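A549 ARE_Fluc cells in 5% FBS OPTI-MEM were exposed to compounds in concentration-response for 18-24 h at 37 deg C. Viability was read by CellTiter-Fluor fluorescence (Ex 405/Em 525) after 30 min, before the luciferase read.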
MmCpn inh = M. maripaludis TRiC chaperonin inhibition; purified Mm-Cpn ATPase, ADP Transcreener TR-FRET; actives 0.031% (n = 330,000); AID 504842; Potency, µM (top dose mostly 76.9 µM), inactives show top-dose activity, negative = inhibition, usual class: inhibitors; also: potency is read from the fitted curve at half-maximal effect; % is scaled to controls: 0 for no effect and ±100 for the full control effect; nearly all actives have a fitted effect of over 80% in size
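ATP (10 uM final) was added to archaeal chaperonin (25 nM final) after 10 min exposure to test compound at 37°C; after 30 min further incubation, ADP was detected by competitive TR-FRET.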
Nrf2 inh = blocks Nrf2 signaling; A549 ARE-Fluc reporter, luciferase luminescence, 18-24 h; Potency, µM (titrated, usually from 46 µM), for inactives: at the top dose activity change, negative = inhibition, actives largely listed as inhibitors; actives 2.1% (n = 360,000); AID 504444; also: potency is read from the fitted curve at half-maximal effect; % is scaled to controls: 0 for no effect and ±100 for the full control effect; nearly all actives have a fitted effect of over 60% in size
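Reporter: ARE-Fluc in A549. Exposure: 18-24 h, 37 °C, 5% CO2, 5% FBS OPTI-MEM. Readouts: fluorescent cytotoxicity (CellTiter-Fluor), then luminescent Nrf2 signal after BugLite.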
TGFb SMAD3 inh = TGF-b pathway inhibition; HepG2 CAGA-GFP TGF-b/SMAD3 reporter, GFP fluorescence, 18 h; TGF-beta stimulated, 500 pg/mL final; Potency, µM (highest dose often 46.1 µM), inactives show at the highest dose activity, negative = inhibition, most hits filed as inhibitors; actives 1.2% (n = 410,000); AID 588855; also: potency is read from the fitted curve at half-maximal effect; % is scaled to controls: 0 for no effect and ±100 for the full control effect; nearly all actives have a fitted effect of over 65% in size
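Read-out: total well GFP (ex488/em500-530) summed from mean per-cell fluorescence. Cells: HEPG2 CAGA-GFP, 1% FBS DMEM, 18 h at 37 degrees C with 500 pg/mL final TGF-beta. Unstimulated wells served as the full-inhibition control; stimulated DMSO wells = 0%.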
HepG2 viability = kills HepG2 cells in TGF-b inhibitor counter-screen. AID 588856. Potency, µM (highest dose often 46.1 µM), without a hit: at the highest dose activity change, negative = cytotoxicity, hits mostly cytotoxic. HepG2 CAGA-GFP viability, ATP luminescence, 18 h. actives 0.76% (n = 410,000); also: potency is read from the fitted curve at half-maximal effect; some results filed as inactive show a strong effect at the top dose
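HepG2 CAGA-GFP cells (1000/well, DMEM with 1% FBS) received compound, then TGF-beta at 500 pg/mL final, and were incubated 18 hours at 37 degrees C. Viability was read by CellTiter-Glo luminescence. Media-only wells were set as complete cell-killing and DMSO as no toxicity.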
pAkt inh = Akt phosphorylation inhibition. Neuro2A IGF-stimulated pAkt S473 HTRF, 20 min; active compounds read low. activity change, % for hits at 50 µM. actives 0.32% (n = 360,000). AID 651550; in the data active = activity change below about -80%; inconclusive = mostly about -51% to -80%; also: % is scaled to controls: 0 for no effect and ±100 for the full control effect
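Neuro2A cells in DMEM with 0.5% FBS, overnight at 37 deg C, given compound at single 50 µM final, then IGF (6 nM final) for 20 min at 37 deg C. Lysed; phospho-Akt Ser473 by HTRF after 24 h, 665/615 ratio.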
ATXN viability = reduces viability in counter-screen for ATXN expression inhibitors. S2 cells (HEK-293 line with an ATXN2-luciferase reporter) viability, CellTiter-Fluor protease fluorescence, 24 h. Potency, µM (top dose mostly 56.7 µM), actives largely listed as cytotoxic. actives 0.49% (n = 400,000). AID 651635; also: potency is read from the fitted curve at half-maximal effect; nearly all actives have a fitted effect of over 40% in size
CCT modulator = changes cytosolic chaperonin activity | actives 0.3% (n = 360,000) | activity change, % (test concentration not listed), hits read low | purified chaperonin ATPase assay, HTRF ADP detection, 30 min | AID 651819; in the data active = activity change below about -30%; also: % is scaled to controls: 0 for no effect and ±100 for the full control effect
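ATPase activity: ADP formed was measured by HTRF Transcreener (665/615 nm ratio) after 30 min at 37 deg C with 10 uM ATP. Compounds screened at one 76 uM concentration against 40 or 20 nM TRiC in Tris pH 7.4/KCl/MgCl2/DTT buffer.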
Nrf2 activator = activates Nrf2 signaling; Potency, µM (series often up to 46.1 µM), inactives show at the top dose activation, usual class: activators; AID 624171; actives 0.31% (n = 410,000); AREc32 ARE-luciferase reporter (MCF7-derived line), luminescence, 24 h; also: potency is read from the fitted curve at half-maximal effect; % of control where 0% means no effect; nearly all actives have a fitted effect of over 65% in size
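Each well held 1000 AREc32 cells, which were incubated with compound for 24 hr at 37 deg C after overnight attachment, and ARE reporter activity was quantified by firefly luciferase luminescence.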
* hit, by the source's call; i = inactive; ? = inconclusive; / = no result given; [ ] = dose if it differs, or a comment. Unless noted, calls follow the shape of the dose curve; as a rule, active = well fitted curve in the direction sought with a large enough effect; inconclusive = small, poorly fitted or top-dose-only effect, or another doubt; inactive = no such curve, though single readings can be large; an effect the other way counts as inactive or inconclusive.

structure	A549 tox	Nrf2 activator	MmCpn inh	pAkt inh	TGFb SMAD3 inh	ATXN viability	Nrf2 inh	CCT modulator	HepG2 viability
COc1ccc(/C=C2\CCn3c2nc2cc(C(=O)O)ccc2c3=O)cc1OC	-1%	0.2%	-1%	i	1%	i	0%	-3.0	6%
COc1cccc(C(=O)Nc2ccc(-n3nncc3-c3ccccc3)cc2)c1	-7%	4.2%	/	/	0%	/	/	/	-19%
O=C(N/N=C/c1cccc(NC(=O)c2ccc(Cl)cc2)c1)c1ccc(O)cc1	?	6.3%	2%	i	?	i	?	-0.1	-32%
CC(C)c1ccc2[nH]c(O)c(N=NC(=O)c3cccc(S(=O)(=O)N4CCCCC4)c3)c2c1	?	-0.2%	0%	i	-5%	?	18µM*	-1.6	5%
CN1CCN(C2=NC(=O)/C(=C/c3ccccc3OS(=O)(=O)c3ccccc3)S2)CC1	0%	8.6%	1%	i	-9%	i	-6%	2.4	-25%
Cc1cc(/C=C(\C#N)C(=O)Nc2ccccc2)c(C)n1-c1ccc2c(c1)OCO2	6%[1.84 µM]	0.3%	-19%	i	-1%	i	?	1.1	0%
O=C(Nc1ccccc1Cl)O/N=C(/c1ccccc1)c1ccccn1	-8%	0.4%	2%	i	-30%	?	4%	2.3	-22%
CCCn1c(SCC(=O)c2[nH]c(C)c(C(C)=O)c2C)n[nH]c1=O	-6%	-0.2%	-2%	i	6%	i	2%	-2.0	-5%
Cc1cccc(-c2nc(SCC(=O)N(C)c3ccccc3)c3c(=O)n(C)c(=O)n(C)c3n2)c1	3%	0.4%	/	/	-8%	?	/	/	-3%
O=S(=O)(c1ccccc1)c1ccc(C(F)(F)F)cn1	-6%	0.1%[9.22 µM]	1%	i	16%	i	-4%	0.5	-3%
Cc1cc([N+](=O)[O-])ccc1Nc1nc2ccccc2n2cnnc12	-1%	?	-3%	i	-7%	i	-8%	-3.0	-22%
Cc1cc(O)c(C(c2ccccc2)N2CCN(c3ccc(F)cc3)CC2)c(=O)n1Cc1ccco1 (stereo not drawn)	-3%	-1.0%	/	/	14%	/	/	/	0%
COc1ccccc1NC(=O)C(Sc1ccccc1)c1ccccc1 (stereo not drawn)	4%	2.2%	-1%	i	-1%	i	?	1.5	-22%
CC1CCN(C(=O)c2[nH]cnc2C(=O)N[C@@H](C)C(=O)OC(C)(C)C)CC1	5%	0.4%	-6%	i	7%	i	-3%	-0.1	-28%
CC/C(=N\NC(=S)NC(C)C)c1ccc(OC(F)F)cc1	12%	4.9%	-1%	i	?	i	-11%	-1.5	-13%
CCC(Sc1nc2ccccc2c(=O)n1CCN1CCOCC1)C(=O)NCc1cccnc1 (stereo not drawn)	-3%	-0.4%	0%	i	9%	i	-4%	-0.4	8%
Cc1ccc(Nc2ccccc2)cc1	1%	0.7%	3%	i	-2%	i	4%	1.7	-20%
CN1C(=S)N(c2cccnc2)C(=O)/C1=C\c1ccc(C(C)(C)C)cc1	-1%	?	1%	i	22µM*	?	-30%	0.6	-58%
COc1ccc(/C=N/NC(=O)c2ccncc2)cc1CN1CCN(c2ccc(F)cc2)CC1	8%	-0.7%	1%	i	?	i	-5%	-4.2	-2%
COc1ccccc1NC(=O)N(CCN1CCCC1)Cc1cc2cc(C)ccc2[nH]c1=O	3%	0.2%	/	i	4%	?	10%	-1.7	-15%
Nc1c(C(=O)OCC2CCCO2)c2nc3ccccc3nc2n1C1CCCC1 (stereo not drawn)	-12%	5.8%	-2%	i	?	i	?	0.0	-26%
Cc1cc2c(nn1)CCc1nonc1-2	-7%	0.3%	2%	i	10%	i	4%	-1.1	2%
Cc1ccc(CN2CCc3nc(N4CCN(c5ncccn5)CC4)ncc3C2)cc1	6%	1.6%	/	/	?	/	/	/	-4%
Cc1ccc(C)c(NC(=O)C(C)N2C(=O)c3ccccc3C2=O)c1 (stereo not drawn)	-2%	1.6%	1%	i	-1%	i	2%	-0.5	-17%
O=C(CSc1nnc(-c2ccco2)o1)NC(=O)C1COc2ccccc2O1 (stereo not drawn)	-4%	-0.4%	0%	i	-9%	i	-9%	0.7	2%

The list continues:
structure	A549 tox	Nrf2 activator	MmCpn inh	pAkt inh	TGFb SMAD3 inh	ATXN viability	Nrf2 inh	CCT modulator	HepG2 viability
COc1cccc(OCCSc2nc3ccccc3c(=O)[nH]2)c1	-1%	0.1%	-1%	i	20%	i	-30%	-12	0%
O=C(COC(=O)/C=C/c1ccccc1Cl)NC(=O)NC1CCCC1	3%	14%	-5%	i	-16%	i	-13%	1.8	30%
COc1ccc(OC)c(C(C)NC(=O)C(C)n2cc([N+](=O)[O-])cn2)c1 (stereo not drawn)	0%	-0.7%	-2%	i	39%[activator]	?	-2%	0.6	36%
COc1cccc(CN(C)CCCn2cnc3c(OC)ncnc32)c1	/	-0.7%	/	i	0%	i	/	1.0	-2%
COC(=O)c1c(NC(=O)c2ccc(S(=O)(=O)N3CCCC(C)C3)cc2)sc2c1CCN(C(C)C)C2 (stereo not drawn)	-2%	0.9%	/	/	-8%	/	/	/	-30%
COc1ccc(-c2nc3nc(C)cc(C)n3c2Nc2c(C)cccc2C)cc1	-16%	-0.4%	/	/	-7%	28µM*	?	/	-31%
CCOC(=O)C1(CCCc2ccccc2)CCN(CC(O)CO)CC1 (stereo not drawn)	4%	2.5%	4%	i	-5%	i	2%	1.9	-11%
CC(C)(C)NC(=O)CSc1nc(O)cc(=O)[nH]1	-1%	0.4%	1%	i	-1%	i	5%	-1.9	4%
COc1ccc(Cl)cc1NC(=O)Cn1cc2c(n1)CCC(C)C2 (stereo not drawn)	6%	0.9%	/	/	7%	i	5%	/	5%
CCOC(=O)c1c(NC(=O)C(Sc2ccccc2)c2ccccc2)sc(C(=O)N(C)C)c1C (stereo not drawn)	?	2.0%	0%	i	?	i	?	0.0	3%
COc1ccccc1CNC(=O)CSc1nc(C)cs1	5%	0.2%	1%	i	8%	i	12%	-0.3	7%
CSc1cc(N2CCOCC2)nc(-c2ccccc2Cl)n1	-5%	-0.8%	0%	i	1%	i	-21%	-0.6	4%
CC(=O)Nc1cccc(-c2cn3ccc(C)cc3n2)c1	-1%	-0.4%	-2%	i	3%	?	?	2.0	-26%
O=C1c2ccccc2NC(c2cc(Br)c3c(c2)OCO3)N1Cc1ccco1 (stereo not drawn)	3%	/	/	/	?	/	4%	/	-6%
CC(Sc1ccccc1)C(=O)NCC1COc2ccccc2O1 (stereo not drawn)	2%	0.2%	2%	i	0%	i	3%	1.0	-3%
O=C(NCCN1CCOCC1)C1CCC(CNS(=O)(=O)c2ccccc2)CC1 (stereo not drawn)	8%	-0.1%	-2%	i	20%	i	5%	-3.1	15%
CC1(C)Cc2c(cnn2-c2ccc(F)cc2)C(NC(=O)C2=CC(=O)CC(C)(C)O2)C1 (stereo not drawn)	/	-0.4%	/	i	-3%	i	/	-1.9	-10%
CN(C)C(CNC(=S)Nc1ccc(Cl)cc1)c1cccnc1 (stereo not drawn)	4%	0.0%	-1%	i	0%	i	6%	-1.7	-9%
O=C(Nc1nnc(-c2ccc(Br)cc2)o1)c1cccc(N2C(=O)CCC2=O)c1	-8%	2.2%	0%	i	0%	i	1%	-1.5	-27%
COc1ccc(NS(=O)(=O)c2ccc3[nH]c4c(c3c2)CCCC4)cc1Cl	-1%	-2.2%	/	/	?	?	-24%	/	-109%
COC(=O)C1=C(C)Nc2c(c(=O)n(C)c(=O)n2C)C1c1cccs1 (stereo not drawn)	-8%	-1.1%	1%	/	0%	i	14%	1.3	6%
O=C(NC1CCCC1)C(NS(=O)(=O)c1ccc(Br)s1)c1ccccc1 (stereo not drawn)	0%	-0.4%	2%	i	?	i	-2%	0.4	-17%
CCOC(=O)c1[nH]c2ccc(OC)cc2c1NC(=S)N1CCN(C(=O)OCC)CC1	4%	3.5%	?	i	-7%	i	-5%	-2.4	-7%
CN(C)N=Nc1nc2c(c(=O)n(C)c(=O)n2C)n1CC1CO1 (stereo not drawn)	-30%	-0.1%	1%	i	?	i	?	-1.0	-14%
O=C(CSc1ccc2nnc(-c3cccnc3)n2n1)Nc1ccccc1C(F)(F)F	-2%	0.0%	1%	i	0%	i	7%	-2.2	14%

Molecules from the list above that contain a CF3 group:
structure	A549 tox	Nrf2 activator	MmCpn inh	pAkt inh	TGFb SMAD3 inh	ATXN viability	Nrf2 inh	CCT modulator	HepG2 viability
O=S(=O)(c1ccccc1)c1ccc(C(F)(F)F)cn1	-6%	0.1%[9.22 µM]	1%	i	16%	i	-4%	0.5	-3%
O=C(CSc1ccc2nnc(-c3cccnc3)n2n1)Nc1ccccc1C(F)(F)F	-2%	0.0%	1%	i	0%	i	7%	-2.2	14%

Remaining list, next part.
structure	A549 tox	Nrf2 activator	MmCpn inh	pAkt inh	TGFb SMAD3 inh	ATXN viability	Nrf2 inh	CCT modulator	HepG2 viability
Cc1ccc(C)c(S(=O)(=O)N2CCCCC2CCNC(=O)C(=O)NCCc2ccco2)c1 (stereo not drawn)	-4%	14%	0%	i	4%	?	?	-3.8	-54%
CC1(C)CC(=O)C2=C(C1)N=C1SCCC(=O)N1C2c1ccccc1 (stereo not drawn)	3%[1.84 µM]	-0.9%	-2%	i	-10%	i	4%	-2.8	-32%
O=c1[nH]c(C2CCN(S(=O)(=O)c3ccc([N+](=O)[O-])cc3)CC2)nc2c1nnn2Cc1ccccc1	-16%	0.1%	1%	i	14%	i	-19%	-1.3	-8%
CCCNC(=O)C1CCN(S(=O)(=O)c2ccc3c(c2)OCCO3)CC1	-4%	0.0%	-1%	i	-7%	i	-5%	-1.2	3%
C=CCn1c(C)cc(C(=O)COC(=O)CNC(=O)c2ccccc2)c1C	-5%	-1.0%	2%	i	-10%	?	14%	1.7	5%
